Kir21 block: blocks the mouse Kir2.1 inward-rectifier potassium channel. HEK293-Kir2.1, FluxOR thallium flux fluorescence; active compounds read low. B-score at 10 µM. 0.85% of 310,000 active. AID 1672;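 active = fluorescence ratio B-score at or below minus 3 SD of library scores, with starting-brightness B-score within 2 SD, cut at about -4.2 in these data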;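 also: channel flux triggered by added potassium and thallium sulfate stimulus; B-score of peak minus minimum fluorescence over baseline after thallium stimulus; more negative B-score means stronger Kir2.1 block with less thallium influx; some compounds called inactive have numbers as strong as hits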
Target sequence (P35561 whole entry, looked up): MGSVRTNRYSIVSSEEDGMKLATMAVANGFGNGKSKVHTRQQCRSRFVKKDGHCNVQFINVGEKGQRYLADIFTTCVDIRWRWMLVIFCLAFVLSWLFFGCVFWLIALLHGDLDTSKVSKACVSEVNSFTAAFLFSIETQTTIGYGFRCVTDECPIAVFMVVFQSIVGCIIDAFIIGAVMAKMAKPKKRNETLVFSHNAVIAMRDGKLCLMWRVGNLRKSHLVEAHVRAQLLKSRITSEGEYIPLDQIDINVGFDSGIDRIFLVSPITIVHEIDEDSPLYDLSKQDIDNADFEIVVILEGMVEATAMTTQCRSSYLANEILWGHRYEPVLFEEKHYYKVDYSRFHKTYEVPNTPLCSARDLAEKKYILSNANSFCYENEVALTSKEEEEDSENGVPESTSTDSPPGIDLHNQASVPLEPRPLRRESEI
CHT block: inhibits the human high affinity choline transporter | 0.86% of 310,000 active | CHT-expressing cells, membrane potential dye, choline response; active compounds read low | B-score at 10 µM | Q9GZV3;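 active = B-score over 3 SD under the library average, and starting fluorescence ratio not unusually high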;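 also: choline stimulus applied at its EC90 after an EC20 pre-addition; B-score computed on integrated fluorescence ratio after choline addition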
Target sequence (Q9GZV3 whole entry, looked up): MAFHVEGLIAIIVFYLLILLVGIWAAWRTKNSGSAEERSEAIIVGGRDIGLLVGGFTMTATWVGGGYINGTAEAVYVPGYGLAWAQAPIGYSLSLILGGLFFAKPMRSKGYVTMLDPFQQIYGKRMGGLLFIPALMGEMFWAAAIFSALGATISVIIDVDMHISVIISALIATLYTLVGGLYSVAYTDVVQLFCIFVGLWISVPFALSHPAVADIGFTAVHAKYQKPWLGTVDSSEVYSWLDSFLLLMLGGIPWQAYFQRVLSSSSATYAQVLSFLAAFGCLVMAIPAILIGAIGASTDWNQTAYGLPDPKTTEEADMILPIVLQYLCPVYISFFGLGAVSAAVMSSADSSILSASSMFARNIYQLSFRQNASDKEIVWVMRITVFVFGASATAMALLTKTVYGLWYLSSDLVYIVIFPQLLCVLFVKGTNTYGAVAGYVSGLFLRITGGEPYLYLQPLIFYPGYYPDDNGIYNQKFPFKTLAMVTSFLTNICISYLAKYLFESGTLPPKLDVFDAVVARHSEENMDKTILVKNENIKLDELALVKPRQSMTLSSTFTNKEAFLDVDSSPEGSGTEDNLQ
* = called active by the depositor; i = inactive; · = no result given.

smiles,Kir21 block,CHT block
CCOCCCn1c(SCC(=O)Nc2cccc(OC)c2)nc2ccccc2c1=O,0.07,i
COc1ccccc1-c1c(C#N)c(SCC(=O)N2CCCC2)nc(C)c1C(N)=O,-1.47,·
Cc1cc(C)n(-c2nc(NCC(C)O)c3c4c(sc3n2)CCCC4)n1 (stereo not given),-1.7,i
CCN(c1ccccc1)S(=O)(=O)c1ccc(NC(=S)NC(=O)c2cccs2)cc1,-0.64,i
Cc1cc(Br)ccc1SCC(=O)Nc1cccnc1,-0.46,i
Cc1ccc(C)c(NC(=O)COC(=O)c2ccc3c(c2)OCO3)c1,0.03,i
COc1ccc(C(C)=O)cc1COC(=O)C1CC(=O)N(Cc2ccccc2)C1 (stereo not given),-0.01,i
CC(C)(C)c1nnc2sc(SCC(=O)N3CCCc4ccccc43)nn2c1=O,0.17,i
Cc1c(NC(=O)COc2cccc(Cl)c2Cl)c(=O)n(-c2ccccc2)n1C,-0.83,i
COn1c(-c2ccccc2)nc2ccc(Cl)cc21,0.2,i
COc1ccc(-c2oc3ccc(N4CCOCC4)cc3c2/C=C/c2ccc(OC)c(OC)c2)cc1,-0.31,i
Cc1cnc(C(=O)OC(C)C(=O)Nc2ccc(Cl)cn2)cn1 (stereo not given),0.53,i
Cc1c(-c2ccn[nH]2)cc(NC(=O)c2ccc(Cl)cc2)c(=O)n1N,-0.25,i
CCOc1ccc(C(=O)Nc2cccc(C(C)=O)c2)cc1[N+](=O)[O-],-0.19,i
C/C(Cc1ccccc1)=N\NC(=O)CNC(=O)c1ccccc1O,1.58,i
CN(C(=O)COC(=O)/C=C/c1cn(-c2ccccc2)nc1-c1ccc2c(c1)OCCO2)C1CCS(=O)(=O)C1 (stereo not given),1.37,i
COCCCNC(=O)c1c(N)n(/N=C/c2ccccn2)c2nc3ccccc3nc12,0.07,·
CN(C)C1(CN=Cc2cc(Cl)cc([N+](=O)[O-])c2O)CCCCC1,0.83,-6.32*
Cn1c(=O)c(Cc2ccccc2)c(O)c2ccccc21,-2.1,i
CCOC(=O)C1CCN(S(=O)(=O)c2ccc(-c3nc4ccccc4s3)s2)CC1,-0.05,i

Exported with each value named: entries from further up.
COCCCNC(=O)c1c(N)n(/N=C/c2ccccn2)c2nc3ccccc3nc12
  Kir21 block: 0.07
  CHT block: ·
CN(C)C1(CN=Cc2cc(Cl)cc([N+](=O)[O-])c2O)CCCCC1
  Kir21 block: 0.83
  CHT block: -6.32*
Cn1c(=O)c(Cc2ccccc2)c(O)c2ccccc21
  Kir21 block: -2.1
  CHT block: i
CCOC(=O)C1CCN(S(=O)(=O)c2ccc(-c3nc4ccccc4s3)s2)CC1
  Kir21 block: -0.05
  CHT block: i

Next part:
smiles,Kir21 block,CHT block
CCCC(=O)OC1CCS(=O)(=O)c2sccc21 (stereo not given),-1.25,i
O=C(Nc1ccc(N2CCOCC2)cc1)c1ccc([N+](=O)[O-])o1,0.18,i
COc1cc(OC)cc(C(=O)Nc2ccc(NC(=O)c3ccco3)c(C)c2)c1,0.55,i
NC(=O)CN1C(=O)C2C3c4ccccc4C(c4ccccc43)C2C1=O (stereo not given),0.1,i
CC1CC(C)CN(CCCNC(=O)c2ccc(CS(=O)(=O)Cc3cccc(Cl)c3)o2)C1 (stereo not given),-0.11,i
COc1ccc(C(=O)OCc2nc(N)nc(Nc3ccccc3C)n2)cc1OC,-1.63,i
CC(=O)c1ccc(NC(=S)N(CCCN(C)C)Cc2ccccc2)cc1,-0.7,i
CSc1ccc(S(=O)(=O)NCC(=O)OCC(=O)N2CC(C)CC(C)C2)cc1[N+](=O)[O-] (stereo not given),-2.64,i
CCOc1ccc(S(=O)(=O)N(CC)CC(=O)N2CCOCC2)cc1C,-0.99,i
CCn1c(SCC(=O)OC)nc2cc(S(=O)(=O)N3CCOCC3)ccc21,0.9,i
CCOc1ccc(-c2nc(S(=O)(=O)c3ccccc3)c(NC)o2)cc1,0.6,i
Cn1c(=O)c2c(-c3ccccc3F)c3c(nc2n(C)c1=O)-c1ccccc1C3O (stereo not given),0.52,i
CS(=O)(=O)c1nc2c(cc1C#N)CCCC2,0.03,i
COc1ccc2cc(C(=O)N3CCN(c4ccccc4OC)CC3)[nH]c2c1,0,i
COCCn1nnnc1CN(CCCN1CCOCC1)Cc1cc2c(C)ccc(C)c2[nH]c1=O,-1.4,·
CC(C)(O)C(=O)NN(Cc1ccccc1)c1ccccc1,-0.84,i
COC(=O)c1c(NC(=O)CSc2nnnn2C)sc(C)c1C,-0.73,i
CCc1cc(=O)oc2cc(OCC(=O)NCCCN3CCOCC3)c(Cl)cc12,-0.49,i
Cn1c(O)c(N=NC(=O)CNC(=O)/C=C/c2ccccc2)c2ccccc21,0.18,i
Cc1noc(NS(=O)(=O)c2ccc(NC(=O)c3ccoc3C)cc2)c1C,-0.02,i

smiles,Kir21 block,CHT block
COc1ccc(-c2nc(CS(=O)CC(=O)N3CCc4ccccc4C3)c(C)o2)cc1 (stereo not given),-1.21,i
CCc1c(C(=O)NC2CCCCC2)[nH]c(C)c1C(C)=O,0.31,i
Cn1c(-c2sc3cc(C(F)(F)F)cnc3c2-c2ccccc2)n[nH]c1=S,0.63,i
O=C(COC(=O)c1ccc(CO)cc1)NCc1cccs1,3.13,i
Cn1nnnc1SCC(=O)Nc1ccc(S(=O)(=O)N2CCOCC2)cc1,0.08,i
Cc1ccc(-n2nnnc2/C=C\Nc2cc(C)on2)cc1,1.83,i
Nc1ccc(Br)c[n+]1Cc1cccc2cccnc12,-1.28,i
COc1cccc(CN(C(=O)c2cc3ccccc3oc2=O)C2CCS(=O)(=O)C2)c1 (stereo not given),-0.52,i
Cc1nc(-c2ccccc2)nc2[nH]c(=O)n(-c3ccccc3)c(=O)c12,-0.01,i
NNC(=O)CCc1nc2ccccc2[nH]1,-1.78,i
CC1(C)c2[nH]c3ccccc3c2C[C@H]2C(=O)N(Cc3ccccc3F)C(=O)N21,-0.15,i
COc1cccc(CN2CCC(Oc3ccc(C(=O)NCc4ccccn4)cc3)CC2)c1O,-0.67,·
Nc1nn2c(-c3ccccc3)cc(=O)[nH]c2c1N=Nc1ccc(O)cc1,-0.5,i
Cc1ccc(-c2cc(-c3nnc(SCC(=O)N(C)CCC#N)n3N)c3ccccc3n2)cc1,-0.1,i
CCCS(=O)(=O)c1nc(S(=O)(=O)c2ccc(C)cc2)c(NCCCN2CCOCC2)s1,-1.31,i
CCCCCN(C(=O)NC(=O)Nc1ccccc1C)S(=O)(=O)c1ccccc1,1.13,i
NS(=O)(=O)c1ccc(NCc2cc(Cl)ccc2OCc2ccccc2F)cc1,-0.57,i
O=C(N=C1c2ccccc2CN1c1ccc(F)c(Cl)c1)c1cccnc1Cl,-0.21,i
COC(=O)CSC1=C(C#N)C(c2cccc(OC)c2)CC(=O)N1 (stereo not given),-0.34,i
CS(=O)(=O)N(CC(=O)N1CCOCC1)c1ccc(Cl)cc1,0.81,i

smiles,Kir21 block,CHT block
CCOC(=O)C(=CNc1cc(OC)ccc1-n1cccc1)C(=O)OCC,1.12,i
Cc1ccc(NC(=S)N/N=C/c2c(Cl)cccc2Cl)c(C)c1,-0.58,i
O=c1cc(O)c2c(=O)n(C3CCCCC3)c3ccccc3c2o1,-0.58,i
CN(CC(=O)Nc1c(F)cccc1F)Cc1cccs1,0.03,i
O=C(Cc1ccccc1)c1c[nH]c(C(=O)NC2CCCC2)c1,0.73,i
O=C(NCC(=O)N1CCCCC1)c1ccc2ccccc2c1,1.85,i
COC(=O)c1sc(S(=O)(=O)N2CCC(C(N)=O)CC2)c(C(=O)OC)c1C,0.8,i
Cc1ccccc1NC(=O)COC(=O)CN1C(=O)NC(C)(C)C1=O,0.07,i
CCn1c(=S)[nH]c2cc(S(=O)(=O)N3CCCCC3)ccc21,1.88,i
CCC(C)/C(C)=N/NC(=O)c1cn(-c2ccccc2)nc1-c1ccccc1 (stereo not given),-0.27,i
O=C(O)C(Cc1ccccc1)NC(=O)C(Cc1ccccc1)NC(=O)C12CC3CC(CC(C3)C1)C2 (stereo not given),1.59,i
CCc1nnc(NC(=O)CSc2nnc(C)c(=O)n2N)s1,-1.78,i
O=S(=O)(c1ccc(-c2csc(-c3cccnc3)n2)cc1)N1CCCC1,-0.52,i
Cc1ccc(CNC(=O)N[C@@H](Cc2ccccc2)C(=O)O)cc1,-1.48,-16.2*
COc1ccc(S(=O)(=O)N/N=C(/C)c2ccco2)cc1,0.49,i
CCOC(=O)N1CCN(c2c(NCCCN3CCCC(C)C3)c(=O)c2=O)CC1 (stereo not given),1.31,i
CCN(CC)c1ccc(S(=O)(=O)N2CCOCC2)cc1NC(=O)c1cc(=O)c2ccccc2o1,-1.23,i
CCN(CC)S(=O)(=O)c1ccc2c(c1)N(CC(=O)N1CCCC1)C(=O)CO2,-0.89,i
CCCCCCSC1=C(C#N)C(c2ccc(O)cc2)CC(=O)N1 (stereo not given),-3.95,i
COc1ccc(OC)c(CNC(=O)CCC(=O)N2Cc3cccc(OC)c3Oc3ncccc32)c1,0.03,i

smiles	Kir21 block	CHT block
O=C(O)[C@H]1CCCN1C(=O)c1ccccc1N1C(=O)[C@@H]2Cc3c([nH]c4ccccc34)C(c3cccc(Cl)c3)N2C1=O (stereo not given in full)	-0.07	i
CC[n+]1c(/C=C/Nc2ccccc2)sc2ccccc21	0.17	i
CCOc1cc(/C=N/NC(=O)c2ccc(CSc3nncn3C)cc2)ccc1OCC(=O)N1CCOCC1	0.61	i
CC1(C)CC(NS(=O)(=O)c2ccc3ccccc3c2)CC(C)(C)N1	-2.6	i
CC(SC1CCCC1)C(=O)NC(C)(C#N)C(C)C (stereo not given)	0.69	i
COC(=O)c1cn(-c2ccccc2)nc1-c1ccncc1	-0.07	i
CCCCC(=O)Nc1nnnn1CCC	0.14	i
CC1CCN(C(=O)CSc2nncn2C)CC1	-1.65	i
CCC(C)(C)n1nnnc1C(c1ccc(F)cc1)N1CCN(C(=O)c2ccco2)CC1 (stereo not given)	1.57	i
Cc1ccc(C(=O)Oc2ccc(C(=O)COC(=O)c3cnccn3)cc2)cc1	1.9	i
Cc1sc2ncnc(N3CCC(C(=O)Nc4nc5ccc(Cl)cc5s4)CC3)c2c1C	-0.04	i
N#Cc1nc(-c2ccco2)oc1N1CCOCC1	-1.13	i
O=C(Nc1ccccc1SCC1CSc2nc3ccccc3c(=O)n21)c1ccccc1 (stereo not given)	-0.12	i
O=C(O)CC1(CC(=O)NCc2cc(F)cc3c2OCOC3)CCCCC1	0.25	i
O=C(Cn1nnc(-c2ccccc2-n2cnnn2)n1)NCc1ccccc1	-1.13	i
Cn1c2ccccc2c(=O)c2c(=O)n(Cc3ccco3)c(-c3ccc(Cl)cc3Cl)nc21	0.01	i
Cc1noc(C)c1CSCC(=O)N1CCN(c2ccc(F)cc2)CC1	-0.94	i
O=C(c1cccc(F)c1)N1CCN(c2ccc([N+](=O)[O-])c(N3CCOCC3)c2)CC1	1.66	i
CC(=O)N1CCN(S(=O)(=O)c2c(F)cc(F)c(Cl)c2F)CC1	0.71	i
Cc1cccc(NS(=O)(=O)c2cc(C(=O)N3CCCCCC3)ccc2C)c1	-0.26	i

Looked up above.
COC(=O)c1cn(-c2ccccc2)nc1-c1ccncc1 – Kir21 block = -0.07
COc1cccc(CN(C(=O)c2cc3ccccc3oc2=O)C2CCS(=O)(=O)C2)c1 (stereo not given) – Kir21 block = -0.52
Cc1ccc(CNC(=O)N[C@@H](Cc2ccccc2)C(=O)O)cc1 – Kir21 block = -1.48
CCOc1ccc(S(=O)(=O)N(CC)CC(=O)N2CCOCC2)cc1C – Kir21 block = -0.99

Additional records follow:
smiles	Kir21 block	CHT block
NC(=O)CCS(=O)(=O)c1ccccc1	-1.79	i
C[C@]12CCC(=O)CC1CCC1C2CC[C@@]2(C)C1CC[C@@]21CCO1 (stereo not given in full)	0.85	i
Oc1c(C(c2cccc(F)c2)N2CCN(Cc3ccccc3)CC2)sc2ncnn12 (stereo not given)	-1.65	i
Cc1ccc(NC(=S)C2=C(O)c3sccc3N(C)S2(=O)=O)cc1	1.73	i
NC(=O)N/N=C/c1cc(F)cc(F)c1	1.04	i
O=C(CSc1ccc(/C=N/NC(=O)c2cccc(F)c2)o1)Nc1ccccc1	-2.72	i
COc1ccc(N2CCCn3c2nc2c3c(=O)n(CCN3CCOCC3)c(=O)n2C)cc1	-1.51	i
COc1ccc(Cl)cc1C(Nc1cccnc1)c1ccc2cccnc2c1O (stereo not given)	0.71	i
Cc1cc(C)c(NC(=O)CCCCCNC2CCCCC2)c(C)c1	-0.52	-5.23*
COc1ccc2cc(C(=O)N3CCC(Cc4ccccc4)CC3)[nH]c2c1	-0.67	i
Cc1cccc(NC(=O)c2cc3ccccc3o2)c1	1.62	i
Cc1ccc(CN(C(=O)c2ccco2)C2CCS(=O)(=O)C2)cc1 (stereo not given)	-0.06	i
Cc1ncoc1C(=O)NC1CC(C)(C)Cc2c1cnn2-c1ccccc1 (stereo not given)	2.17	i
CCOc1ccccc1NC(=O)CSc1nc2c(c(=O)n(C)c(=O)n2C)n1C	-0.86	i
Cc1coc2c1c(C)cc1oc(=O)c(Cc3ccccc3)c(C)c12	-0.98	i
C=CCN1C(=O)S/C(=C/c2ccsc2)C1=O	-1.34	i
CCOC(=O)N1CCN(C(=O)c2cc3c(ccc4ccccc43)oc2=O)CC1	1.43	i

Screening data deposited in PubChem BioAssay by Johns Hopkins Ion Channel Center.
